Epigenetic derep = regulators of epigenetic silencing causing reporter derepression in mouse cells | murine LDR cells, GFP reporter derepression, 30 h | Potency, µM (top dose mostly 53.9 µM), for the others: top-dose GFP activation, hits mostly activators | 280,000 compounds, 0.2% hits | AID 1865; further: potency means the concentration at half of the fitted maximal effect; % of control where 0% means no effect; nearly all actives have a fitted effect of over 60% in size
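Derepression of a silenced CMV-GFP reporter in murine LDR cells is scored by enumerating GFP-positive cells with a laser-scanning microplate cytometer after 30 hours of treatment at 37 C.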
IMPase Li inh = membrane-permeable IMPase blocker, potentiated with lithium. CHO-M1 cells, IP1 TR-FRET (IP-One), carbachol + lithium. Potency, µM (doses to about 59.4 µM), without a hit: at the highest dose activity, negative = IMPase inhibition, most hits filed as inhibitors. 210,000 compounds, 0.35% hits;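 further: IP1 builds up when IMPase is blocked and the TR-FRET signal falls; potency means the concentration at half of the fitted maximal effect; plate controls were basal vehicle for no effect and high inhibitor control for full effect; nearly all actives have a fitted effect of over 50% in size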
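IP1 accumulation measured by competitive TR-FRET in lysed CHO-M1 cells after 30 min compound exposure at 37C, with a small lithium addition to potentiate weak responses. Hill-equation AC50 from ratio and donor-channel data.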
CBFb-RUNX1 inh = CBF-beta/RUNX1 interaction disruption; Q01196+Q13951; AlphaScreen CBFb-His/RUNX1-biotin binding, biochemical; Potency, µM (series often up to 59.8 µM), without a hit: top-dose activity, negative = inhibition, actives largely listed as inhibitors; 230,000 tested, under 10 active; AID 1477; further: % of control where 0% means no effect
Target sequence (Q01196 whole entry, looked up): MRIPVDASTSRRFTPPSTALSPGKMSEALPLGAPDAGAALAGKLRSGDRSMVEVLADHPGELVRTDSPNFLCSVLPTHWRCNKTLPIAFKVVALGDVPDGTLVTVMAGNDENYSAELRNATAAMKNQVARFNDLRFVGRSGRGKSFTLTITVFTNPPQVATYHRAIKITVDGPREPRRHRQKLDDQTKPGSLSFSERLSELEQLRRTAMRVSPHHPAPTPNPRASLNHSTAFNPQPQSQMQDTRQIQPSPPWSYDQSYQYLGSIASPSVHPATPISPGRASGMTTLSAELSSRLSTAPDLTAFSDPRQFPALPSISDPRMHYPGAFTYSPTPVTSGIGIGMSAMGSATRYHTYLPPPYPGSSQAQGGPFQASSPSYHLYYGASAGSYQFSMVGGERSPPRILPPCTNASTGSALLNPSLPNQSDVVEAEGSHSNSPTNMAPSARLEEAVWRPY
Target sequence (Q13951 whole entry, looked up): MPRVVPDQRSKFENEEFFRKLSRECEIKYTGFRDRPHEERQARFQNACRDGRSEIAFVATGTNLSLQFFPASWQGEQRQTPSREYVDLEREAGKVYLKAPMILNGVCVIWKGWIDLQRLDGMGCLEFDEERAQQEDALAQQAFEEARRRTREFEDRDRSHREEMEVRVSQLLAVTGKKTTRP
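AlphaScreen binding: CBFb-His and RUNX1-biotin (30 nM each) preincubated 20 min, compound added for 15 min, then nickel and streptavidin beads for 90 min, all at room temperature. Disruption of the interaction by any mechanism counts as activity.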
HTT aggregate = reduces HttQ103-GFP aggregates in PC12 cells | Potency, µM (titrated, usually from 46.1 µM), without a hit: at the top dose activity change, negative = inhibition, actives largely listed as inhibitors | AID 1688 | 220,000 compounds, 1.1% hits | PC12 HttQ103-GFP aggregates, Acumen cytometry, 40 h; further: potency means the concentration at half of the fitted maximal effect; on the % scale 0 is the no-effect control and ±100 the full control effect; nearly all actives have a fitted effect of over 60% in size
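Quantitative HTS on tebufenozide-induced (100 nM) PC12 cells stably expressing polyQ103 Huntingtin exon 1–GFP. Reduction of bright GFP aggregates, detected by laser scanning cytometry after lysis, identified actives across the titration.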
Luc counter = Kinase-Glo luciferase inhibition (counter-screen). 200,000 compounds, 0.28% hits. Kinase-Glo luciferase, ATP luminescence, 8 min. Q27757. AID 1379. Potency, µM (highest dose often 38.3 µM), inactives show at the highest dose activity change, negative = inhibition, hits mostly inhibitors; further: potency means the concentration at half of the fitted maximal effect; on the % scale 0 is the no-effect control and ±100 the full control effect; nearly all actives have a fitted effect of over 60% in size
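Recombinant Kinase-Glo luciferase, 10 uM ATP (linear range), luciferin; imidazole pH 7.2 / KCl / MgCl2 / Tween / BSA buffer; 8 min RT; luminescence.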
L3MBTL1 block = L3MBTL1 (human) inhibition. Q9Y468. AlphaScreen L3MBTL1–H3K9me1 peptide binding. Potency, µM (titrated, usually from 57.1 µM), without a hit: at the top dose activity, negative = inhibition, usual class: inhibitors. 230,000 compounds, 0.66% hits. AID 485360; further: potency means the concentration at half of the fitted maximal effect; on the % scale 0 is the no-effect control and ±100 the full control effect; nearly all actives have a fitted effect of over 60% in size
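AlphaScreen assay: L3MBTL1 (50 nM final) was preincubated 30 min at room temperature with biotinylated H3(1-15)K9me1 peptide (75 nM final), then 30 min with library compounds; streptavidin donor and nickel chelate acceptor beads (10 ug/mL final) added, 30 min dark.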
NPSR antag = antagonists of human neuropeptide S receptor cAMP signaling; Q6W5P4; CHO-NPSR cells, cAMP TR-FRET, antagonist mode; Potency, µM (top dose mostly 38.3 µM), without a hit: top-dose activity change, negative = inhibition, most hits filed as inhibitors; 220,000 compounds, 1% hits; AID 1461; further: potency means the concentration at half of the fitted maximal effect; on the % scale 0 is the no-effect control and ±100 the full control effect; nearly all actives have a fitted effect of over 50% in size; many of its hits are not listed in these tables
Target sequence (Q6W5P4 whole entry, looked up): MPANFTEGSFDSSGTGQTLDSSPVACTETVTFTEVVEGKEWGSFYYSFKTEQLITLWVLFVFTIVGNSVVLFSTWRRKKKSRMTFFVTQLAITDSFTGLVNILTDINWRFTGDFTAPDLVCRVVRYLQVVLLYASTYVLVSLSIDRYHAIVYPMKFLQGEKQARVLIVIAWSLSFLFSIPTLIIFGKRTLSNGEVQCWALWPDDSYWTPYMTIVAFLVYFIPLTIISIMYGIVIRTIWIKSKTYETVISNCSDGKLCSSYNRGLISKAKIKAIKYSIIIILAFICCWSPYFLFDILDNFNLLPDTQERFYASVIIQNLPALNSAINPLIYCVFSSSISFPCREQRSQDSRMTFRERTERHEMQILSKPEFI
An asterisk follows results filed as active; ? = inconclusive; / = no result given; & = joins results of further samples; [ ] = another dose, or the depositor's remark. The call rests on the fitted dose curve; in most records, active means well fitted curve in the direction sought with a large enough effect; inconclusive means small, poorly fitted or top-dose-only effect, or another doubt; inactive means no such curve, though single readings can be large; an effect the other way counts as inactive or inconclusive.

mol,Epigenetic derep,IMPase Li inh,CBFb-RUNX1 inh,HTT aggregate,Luc counter,L3MBTL1 block,NPSR antag
COc1ccc2[nH]c(=O)c(-c3noc(-c4ccccc4)n3)cc2c1,1.9%,1.5%[38.3 µM],11.5%,14.8%,-3.5%,-10.4%,-12.3%[46.1 µM]
CNCCCc1[nH]nc(N)c1C#N,11.9%,-4.8%[38.3 µM],3.0%,-13.4%,-4.3%,6.8%,-6.0%[46.1 µM]
O=C(NNc1ccc(-c2csnn2)cc1)c1cc(Cl)cc(Cl)c1,0.1%,/,-3.1%,5.2%[9.22 µM],/,/,-20.5%
Cc1c(N(C)C)c(=O)n(-c2ccccc2)n1C,1.0%[16.9 µM],8.3%&-1.6%,0.0%&-1.4%[21.7 µM],-9.7%,-0.4%[17.1 µM],-1.1%,/
O=C(NN1C(=O)/C(=C/c2cccs2)SC1=S)c1ccncc1,-2.4%,/,-12.4%,24.1%[9.22 µM],/,-12.8%,?
Cc1ccc(C(=O)N2CCN(S(=O)(=O)c3ccccc3)CC2)cc1,-3.2%,12.9%,2.4%,15.2%,4.0%,1.9%,15.1%
C=CCn1c(N)c(C(=O)OCC(C)C)c2nc3ccccc3nc21,-0.7%,/,17.2%,-25.5%,/,15.4%,-1.1%[46.1 µM]
Cc1ccc(-n2cnc3c(sc4nccc(N(C)C)c43)c2=O)cc1,1.0%,-2.7%[38.3 µM],3.6%,-27.6%[9.22 µM],0.2%,1.4%,-11.6%[46.1 µM]
COc1cc(S(=O)(=O)Nc2ccncc2)ccc1F,-1.3%,-4.6%,-1.0%,2.4%,/,/,15.5%
CCOc1ccc(-c2nc(CN3CCCCC3CCn3cccn3)c(C)o2)cc1 (stereo unspecified),-1.1%,/,8.5%,8.2%[9.22 µM],/,-15.3%,-11.0%
CNC(=O)c1ccccc1NC(=O)C1CC(=O)N(c2ccc(OC)cc2)C1 (stereo unspecified),-4.0%,4.2%,1.0%,6.2%[9.22 µM],1.9%,41.2%[activator],-12.2%
CCOC(=O)c1c(NC(=O)CC2Nc3ccccc3NC2=O)sc(C)c1C (stereo unspecified),?,9.5%,2.1%,16.7%,1.6%,12.0%,-10.5%
CCOC(=O)/C(=N\Nc1ccccc1Cl)N1CCN(Cc2ccccc2)CC1,-1.0%,9.6%,-10.0%,27.9%,2.6%,4.2%,-41.7%
COC(=O)c1cccc(Oc2cccc(Cl)n2)c1,1.3%,5.7%,-14.0%,1.9%,3.6%,31.2%[activator],-4.5%
CCOC(=O)C1CCN(c2ncnc3c(C)csc23)CC1,-1.9%,/,6.9%,-16.7%[9.22 µM],/,/,8.7%
COc1ccc(-n2c(Cc3cccn3C)nnc2SCC(=O)Nc2cccc(C)c2C)cc1,0.0%,8.9%,9.0%,12.6%,3.9%,-2.8%,-5.6%
O=C(CSc1nnnn1-c1ccccc1)NC(=O)Nc1ccc2c(c1)OCCO2,-0.6%,-1.4%[38.3 µM],1.5%,12.9%,0.4%,-4.6%,-23.1%[46.1 µM]
N/C(Cc1ccc([N+](=O)[O-])cc1)=N\OC(=O)COc1ccccc1Cl,1.1%,8.2%,-0.8%,22.2%,0.0%,7.5%,1.6%
COc1ccc(N2CCN(C(=O)CSc3ncnc4c3cnn4-c3ccc(OC)cc3)CC2)cc1,-0.7%,14.2%[38.3 µM],-1.9%,7.1%,-3.1%,0.7%,0.7%[46.1 µM]
O=C(NCCN1CCOCC1)c1cc2n(n1)C(C(F)(F)F)CC(c1ccc(F)cc1)N2 (stereo unspecified),-0.9%,-8.6%[38.3 µM],-3.4%,7.3%,-2.5%,5.5%,-0.6%[7.67 µM]

A second format for 3 compounds above.
CNCCCc1[nH]nc(N)c1C#N
  Epigenetic derep: 11.9%	IMPase Li inh: -4.8%[38.3 µM]	CBFb-RUNX1 inh: 3.0%	HTT aggregate: -13.4%	Luc counter: -4.3%	L3MBTL1 block: 6.8%	NPSR antag: -6.0%[46.1 µM]
N/C(Cc1ccc([N+](=O)[O-])cc1)=N\OC(=O)COc1ccccc1Cl
  Epigenetic derep: 1.1%	IMPase Li inh: 8.2%	CBFb-RUNX1 inh: -0.8%	HTT aggregate: 22.2%	Luc counter: 0.0%	L3MBTL1 block: 7.5%	NPSR antag: 1.6%
CCOC(=O)C1CCN(c2ncnc3c(C)csc23)CC1
  Epigenetic derep: -1.9%	IMPase Li inh: /	CBFb-RUNX1 inh: 6.9%	HTT aggregate: -16.7%[9.22 µM]	Luc counter: /	L3MBTL1 block: /	NPSR antag: 8.7%

The listing continues:
mol,Epigenetic derep,IMPase Li inh,CBFb-RUNX1 inh,HTT aggregate,Luc counter,L3MBTL1 block,NPSR antag
COc1ccc(C(c2oc(CO)cc(=O)c2O)c2oc(CO)cc(=O)c2O)cc1,-4.5%,-1.5%,4.8%,-14.8%,1.4%,/,-0.2%
Cc1cc(C(=O)N2CCCC(CNS(=O)(=O)c3cccs3)C2)nn1C (stereo unspecified),0.3%,7.6%,3.6%,-3.6%[9.22 µM],1.3%,10.4%,-15.9%
COC(=O)/C=C1\NCCNC1=O,-0.1%,/,-0.9%,0.6%[9.22 µM],/,-13.2%,-24.0%
O=C(CCNC(=O)Cn1cnc2ccccc2c1=O)NCC1COc2ccccc2O1 (stereo unspecified),-1.2%,-4.2%[38.3 µM],1.9%,-13.6%,-1.9%,1.4%,-4.7%[46.1 µM]
O=C(O)COCC(=O)Nc1ccc(-n2cnnn2)cc1,-0.2%,0.0%,5.6%,-0.4%,-3.6%,16.0%,13.6%
Nc1ccc(CCS(N)(=O)=O)cc1,-4.0%,-4.9%[38.3 µM],-3.5%,-18.6%,0.6%,6.2%,-7.1%[46.1 µM]
O=C(Cc1ccc(Cl)cc1)Nc1ccc(N2CCN(C(=O)c3ccco3)CC2)c(Cl)c1,-5.4%,-1.5%[38.3 µM],-5.5%,10µM*,-2.5%,-15.8%,?
O=C(O)CCn1cc(/C=C2\SC(=S)NC2=O)c(-c2ccccc2)n1,1.1%,8.1%,-5.2%,1.6%,1.6%,-0.2%,1.9%
N#Cc1c(NC(=O)CCCC(=O)O)sc2c1CCCCC2,1.1%,-0.7%,-2.6%,5.9%,-3.0%,34.1%[activator],4.2%
O=C(CCC1CCCCC1)NNC(=O)NC12CC3CC(CC(C3)C1)C2,1.0%,30.9%[activator][38.3 µM],16.0%,-2.1%[1.84 µM],-0.1%,/,?
COc1ccc(C)cc1Cn1c(S(C)(=O)=O)nc2ccccc21,0.2%,43.1%[activator][38.3 µM],0.9%,25.7%,4.2%,-6.8%,-8.7%[46.1 µM]
O=C(Nc1cccc(NC(=O)c2cccs2)c1)c1cccnc1,1.7%,9.4%,0.2%,?,-2.3%,-3.6%,8.1%
Cc1cc2c(c(=O)n1Cc1cccnc1)C(Cc1ccccc1)C(C#N)=C(N)O2 (stereo unspecified),-9.9%,/,1.8%,17.2%,/,3.7%,-8.5%[46.1 µM]
CCN(CC)C(=O)COc1ccc2c(c1)C(=O)CC(C)(C)O2,0.0%,-9.6%,-1.2%,-5.1%,-2.8%,/,8.3%
COc1cc(C(=O)Nc2ccc3c(c2)Cc2ccccc2-3)cc(OC)c1OC,1.5%,-13.5%,1.5%,15.4%,-2.4%,7.2%,3.0%
CSC1=NCCN1C(=O)c1ccc(S(=O)(=O)N(C)C)cc1,3.0%,-1.5%[38.3 µM],-7.3%,-7.3%,-1.0%,/,-0.7%[46.1 µM]
COc1cc(C(=O)NCc2nnc(SCC(=O)NCc3ccccc3)o2)cc(OC)c1OC,-1.0%,13.1%[38.3 µM],0.8%,9.3%,15.3%,/,-15.8%[46.1 µM]
COc1ccccc1-c1c(C)oc2cc(OCC(=O)OCc3ccccc3)ccc2c1=O,-1.1%,22.6%,-2.7%,-0.1%,0.4%,-1.0%,0.5%
Cc1ccc(-n2c(C)cc(C(=O)OCC(=O)N(CC(C)C)C3CCS(=O)(=O)C3)c2C)cc1 (stereo unspecified),2.0%,17.8%[38.3 µM],-2.8%,18.3%[9.22 µM],-9.5%,-22.4%,-4.8%[46.1 µM]
Cc1ccc2nc(NC(=O)CN3CCOCC3)sc2c1,-1.1%,4.9%[38.3 µM],22.8%,3.16µM*,0.2%,0.1%,-1.8%[46.1 µM]
Cc1ccc(/C=C2\SC(=S)N(CCC(=O)NNC(=O)c3cccnc3)C2=O)cc1,-1.0%,22.9%,2.4%,9.2%,2.1%,5.4%,29.4%
COc1ccc(-c2nc(-n3c(C)c(C(C)=O)c(C(C)=O)c3C)sc2C)cc1,1.2%,-10.5%[38.3 µM],-1.8%,-0.1%,0.8%,-9.6%,-17.1%[46.1 µM]
COc1ccc(CCN(C)c2ccc(C(N)=O)cc2[N+](=O)[O-])cc1OC,-6.1%,8.1%,-16.8%,28.7%,2.7%,-11.2%,-6.3%
O=C(CCCN1C(=O)/C(=C/c2ccccc2Cl)SC1=S)NNC(=O)c1ccc(Cl)cc1,8.6%,/,-1.0%,-19.7%[9.22 µM],/,/,-9.0%
COc1ccc2c(c1)OC(O)(C(F)F)CC2=O (stereo unspecified),0.0%,24.8%[38.3 µM],2.3%,-23.5%,-0.7%,/,-12.3%[46.1 µM]
CC(NCCC1(C(C)C)CCOC(C)(C)C1)c1cccs1 (stereo unspecified),-0.9%,/,10.7%,21.8%[9.22 µM],/,-3.8%,50.5%
O=C(Nc1ccc2c(c1)OCO2)c1ccc(Cl)s1,2.9%,-9.8%[38.3 µM],-28.7%,-6.3%,?,/,-5.4%[46.1 µM]
COC(=O)C1=C(C)N(C)C(=O)NC1c1cc(Cl)cc(Cl)c1OC (stereo unspecified),-1.1%,32.7%[38.3 µM],1.5%,-23.7%,-1.3%,12.4%,-14.2%[46.1 µM]
CC(C)(C)n1nnnc1C(c1cccs1)N1CCN(c2ccccc2)CC1 (stereo unspecified),0.0%,14.3%,10.7%,-11.0%,3.2%,1.0%,-11.2%[46.1 µM]
C[C@@H](O)[C@@H]1NC(=O)c2cc([N+](=O)[O-])cc(I)c2NCC[C@@H](C(N)=O)NC(=O)CNC1=O,2.9%,-5.1%,5.8%[2.36 µM],11.1%,0.4%,4.6%,7.1%

Some of the compounds tested (hit frequency here may not be typical).
